D2 antag: antagonizes the human D2 dopamine receptor; P14416; HEK293 TREx D2 cells, calcium flux, dopamine EC80; inhibition, % at 10 µM; hit rate 2% among 340,000; AID 485344; in the data active = inhibition above about 30%; note: 0% is about no effect
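Dopamine at EC80 is the agonist stimulus; test compounds precede it by 180 s. Calcium flux read kinetically in a force-coupled, inducible HEK293 T-REx D2 cell line.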
TrxR1 substrate: rat thioredoxin reductase 1 substrate activity | purified TrxR1 substrate turnover, NADPH consumption readout | O89049 | Potency, µM (series often up to 114 µM), for inactives: at the highest dose activity change, negative = substrate turnover | hit rate 0.01% among 390,000 | AID 588456; note: potency is the fitted concentration of half-maximal effect; % is set by controls: 0 for no effect and ±100 for the full control effect; nearly all actives have a fitted effect of over 50% in size
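Rat TrxR1, dispensed at 90 nM, was prereduced with 400 uM NADPH (final) for 5 min at ~22 deg C, then incubated with compound 15 min before 400 uM selenite. A first-read NADPH fluorescence drop versus no-compound background flagged substrates.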
rTrxR1 inhibitor: blocks rat thioredoxin reductase 1; O89049; recombinant rTrxR1, NADPH fluorescence consumption, selenite substrate; Potency, µM (top dose mostly 114 µM), inactives show at the highest dose activity change, negative = inhibition, most hits filed as inhibitors; hit rate 1% among 390,000; AID 588453; note: potency is the fitted concentration of half-maximal effect; % is set by controls: 0 for no effect and ±100 for the full control effect; nearly all actives have a fitted effect of over 65% in size
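Rat TrxR1 (90 nM in the dispensed reagent) was pre-reduced with 400 uM NADPH for 5 min at room temperature, then incubated with compound for 15 min. After 400 uM selenite was added, NADPH fluorescence (Ex 340/Em 450 nm) was followed for 8 min.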
Pin1 inhibitor: blocks the human prolyl isomerase Pin1. hit rate 0.009% among 390,000. Potency, µM (series often up to 115 µM), without a hit: at the top dose activity, negative = inhibition, actives largely listed as inhibitors. Pin1 FP peptide displacement, HiFluor488, 10 min. Q13526. AID 504891; active = well fitted inhibition curve with a large enough effect in the polarisation, with a control signal flat, not every such curve was filed as active; inconclusive = small, poorly fitted or top-dose-only effect, or effect the other way, or a change in a side signal; inactive = no such curve, though single readings can be large or run the other way; the % refers to the polarisation; note: potency is the fitted concentration of half-maximal effect; % is set by controls: 0 for no effect and ±100 for the full control effect
Target sequence (Q13526 whole entry, looked up): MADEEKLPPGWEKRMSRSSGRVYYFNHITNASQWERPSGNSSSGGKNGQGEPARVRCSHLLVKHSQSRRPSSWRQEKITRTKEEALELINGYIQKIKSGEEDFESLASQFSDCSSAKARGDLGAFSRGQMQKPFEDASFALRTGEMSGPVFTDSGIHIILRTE
USP1 inh: blocks the human USP1/UAF1 deubiquitinase complex; Potency, µM (top dose mostly 57.1 µM), inactives show at the highest dose activity change, negative = inhibition, most hits filed as inhibitors; recombinant USP1/UAF1, Ub-Rhodamine cleavage fluorescence; hit rate 0.23% among 390,000; O94782; note: potency is the fitted concentration of half-maximal effect; % is set by controls: 0 for no effect and ±100 for the full control effect; nearly all actives have a fitted effect of over 60% in size; inactives centre near -12
Target sequence (O94782 whole entry, looked up): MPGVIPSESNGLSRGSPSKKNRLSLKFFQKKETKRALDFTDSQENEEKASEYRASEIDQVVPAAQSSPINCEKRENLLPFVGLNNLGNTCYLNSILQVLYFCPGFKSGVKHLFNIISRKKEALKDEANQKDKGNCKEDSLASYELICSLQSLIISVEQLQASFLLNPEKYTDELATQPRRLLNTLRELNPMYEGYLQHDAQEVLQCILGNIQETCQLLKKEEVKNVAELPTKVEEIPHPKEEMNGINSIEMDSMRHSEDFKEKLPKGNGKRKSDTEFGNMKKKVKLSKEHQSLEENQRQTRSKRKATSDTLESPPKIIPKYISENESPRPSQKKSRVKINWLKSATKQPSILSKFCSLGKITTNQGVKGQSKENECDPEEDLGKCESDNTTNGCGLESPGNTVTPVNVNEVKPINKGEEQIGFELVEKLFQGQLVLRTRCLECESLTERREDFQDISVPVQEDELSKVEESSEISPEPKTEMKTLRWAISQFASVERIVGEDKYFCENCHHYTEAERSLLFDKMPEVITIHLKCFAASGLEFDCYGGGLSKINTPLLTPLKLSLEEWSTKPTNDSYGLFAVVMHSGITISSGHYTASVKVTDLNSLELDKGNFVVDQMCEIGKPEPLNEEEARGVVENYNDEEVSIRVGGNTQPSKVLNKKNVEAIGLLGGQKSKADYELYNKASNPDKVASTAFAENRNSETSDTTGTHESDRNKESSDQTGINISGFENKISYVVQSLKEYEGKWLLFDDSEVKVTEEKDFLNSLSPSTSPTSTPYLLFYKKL
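USP1/UAF1 complex (1 nM) preincubated 15 min at room temperature with compound, then Ub-Rho substrate (150 nM final) added. Kinetic fluorescence at 480/540 nm over 6 reads at 60 s intervals; 50 mM HEPES pH 7.8, 0.5 mM EDTA, 0.1 mg/ml BSA, 1 mM TCEP, 0.01% Tween-20.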
TRHR enhancer: allosteric enhancers of human TRH receptor. P34981. TRHR cells, fluo-8 calcium fluorescence, EC20 TRH enhancement. enhancement, % at 2 µM. hit rate 0.66% among 360,000. AID 493056; in the data active = enhancement above about 30%; note: 0% is about no effect
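TRHR-expressing cells loaded with fluo-8 calcium dye were read kinetically (ex 480/em 530) during compound addition, then stimulated with an EC20 of TRH (10 nM final). Enhancement of the Gq-mediated intracellular calcium response was scored.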
D2 agonist: agonists of human D2 dopamine receptor. HEK293 T-REx D2 cells, calcium flux agonist mode. P14416. activation, % at 2 µM. hit rate 0.53% among 340,000;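 active = activation over 3 SD above normal in the single-dose calcium agonist read, cut at about 30% in these data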; note: 0% is about no effect
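Tetracycline-induced HEK293 T-REx cells with force-coupled D2 receptor, plated overnight at 30 C, loaded with no-wash calcium dye. After a 10 s baseline, compound was pin-added and calcium flux read kinetically for 180 s; calcium rises flagged agonists.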
IDH1 R132H inh: inhibitors of human mutant IDH1 R132H. hit rate 0.093% among 390,000. Potency, µM (series often up to 76.6 µM), inactives show at the top dose activity change, negative = inhibition, most hits filed as inhibitors. O75874. IDH1-R132H enzyme, NADPH consumption, diaphorase/resazurin fluorescence. AID 602179; note: potency is the fitted concentration of half-maximal effect; % is set by controls: 0 for no effect and ±100 for the full control effect; nearly all actives have a fitted effect of over 65% in size
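IDH1-R132H (0.5 ug/mL) preincubated 30 min with compound, then NADPH (0.016 mM) and alpha-KG (2 mM) added; 80 min at RT, pH 7.5. Remaining NADPH coupled via diaphorase/resazurin to fluorescence (540/590 nm); concentration-response curves normalized to no-enzyme control.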
TRHR agonist: TRH receptor (human) agonism. activation, % at 2 µM. hit rate 0.18% among 360,000. TRHR cells, calcium flux fluo-8, FDSS agonist mode. AID 493084; in the data active = activation above about 30%; note: 0% is about no effect
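Fluo-8-loaded TRHR cells; 10 s baseline, compound added, kinetic Ca2+ fluorescence read 1/s, agonist mode.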
An asterisk follows results filed as active; ? = inconclusive; . = not tested or not shown; & = joins results of further samples; [ ] = another dose, or the depositor's remark. Unless noted, calls come from the whole dose curve; as a rule, active = well fitted inhibition curve with a large enough effect; inconclusive = small, poorly fitted or top-dose-only effect; inactive = no such curve, though single readings can be large or run the other way. Not all compounds are listed; rates above refer to the full screens.

no.	SMILES	D2 antag	TrxR1 substrate	rTrxR1 inhibitor	Pin1 inhibitor	USP1 inh	TRHR enhancer	D2 agonist	IDH1 R132H inh	TRHR agonist
1	Cc1cc(NC(=O)C(=O)NCc2cccc(Cl)c2)no1	10	-16%[57.1 µM]	26%[57.1 µM]	-3%	?	1	0.5	10%	0.3
2	CCCc1cc(=O)oc2cc(C)c3c(C)coc3c12	9	31%	23%	-10%	-7%	0	0.0	2%	0.0
3	CCOc1ccc(S(=O)(=O)N2CCOCC2)cc1NC(=O)C1=COCCO1	-16	-9%	-11%	-4%	-7%	4	-2.0	0%	-0.2
4	Cc1ccc(CN2CC(C(=O)NC(c3nc4ccccc4[nH]3)C(C)C)CC2=O)cc1 (centres undefined)	-10	-2%	14%	2%	-11%	8	0.1	-11%	-0.2
5	CCOc1ccc(-n2c([S-])c(C(=O)Nc3ccc(S(=O)(=O)N4CCOCC4)cc3)[n+]3cc(C(N)=O)ccc23)cc1	19	-1%	-6%	?	3%	-5	0.3	-5%	-0.3
6	C=CCn1c(COc2ccc(F)cc2)nnc1SCC(=O)NC(=O)NCc1ccco1	-10	7%	-15%	?	-11%	-7	-0.6	8%	-0.3
7	Cc1ccc(-n2nnnc2-c2cccs2)cc1[N+](=O)[O-]	.	-17%[57.1 µM]	11%[57.1 µM]	1%	-4%	.	.	3%	.
8	Cc1cc(C(=O)OC(C)C(=O)N2CCc3ccccc32)ccc1[N+](=O)[O-] (centres undefined)	9	-5%	8%	-3%	-26%	7	-0.1	4%	0.0
9	CC(=O)Nc1cccc2c1Cc1cc([N+](=O)[O-])ccc1-2	.	-10%[57.1 µM]	-4%[11.4 µM]	5%	-20%	.	.	5%	.
10	FC(F)(F)c1cc(-c2ccc(Cl)cc2)nc(NCc2cccnc2)n1	-30	7%	23%	-2%	-2%	5	0.4	2%	0.3
11	COc1ccc(C2CC(c3ccccc3)=NN2C(=O)COC(=O)c2nc3nccc(C)n3n2)cc1 (centres undefined)	-2	4%	24%	2%	-19%	5	2.0	-1%	0.4
12	CCC1CN(C(=O)N2CCC(C(=O)NCc3ccccc3OC)CC2)c2cc(C)ccc2O1 (centres undefined)	-5	3%	3%	-5%	-18%	4	0.7	0%	-0.5
13	CCN1C(=O)c2cccc3c(S(=O)(=O)N4CCC(C)CC4)ccc1c23	37*	36%[activator]	-1%	-3%	-13%	-5	-1.2	6%	-0.9
14	Cc1ccc(C(=O)NCC(=O)OC(C)C(=O)Nc2ccc(N3CCOCC3)cc2)s1 (centres undefined)	0	6%	6%	3%	-7%	1	-0.4	14%	0.4
15	Cc1c(C(=O)OCc2ccccc2)nnn1-c1nonc1N	-6	3%	12%	-1%	2%	28	-0.5	0%	-0.8
16	CCCN1C(=O)c2ccc(C(=O)Nc3ccccc3C(=O)O)cc2C1=O	20	-5%	18%	-3%	-14%	-2	-0.3	3%	-1.4
17	Cn1c(CSCC(=O)Nc2ccccc2)nnc1SCc1ccccc1	-18	-20%[11.4 µM]	38%[activator][11.4 µM]	-1%	-4%	2	0.2	13%	-0.3
18	CCn1cnc2c(=O)oc3ccc(S(=O)(=O)N4CCN(c5cc(C)ccc5C)CC4)cc3c21	.	3%	14%	1%	-9%	-2	-2.1	-8%	-0.7
19	COC(OC)c1ccc(C#N)c(=O)[nH]1	17	114%[activator]	-9%	-11%	-2%	-3	2.0	-10%	0.3
20	CCOc1cc(CNc2ccc(O)cc2)ccc1OCc1ccc(Cl)cc1	.	-8%	50µM*	?	?	8	0.3	14%	-0.3
21	C=C[C@@H](C)N(Cc1ccc(OC)cc1)S(=O)(=O)N(Cc1ccccc1)[C@H](C=C)C(C)C	-2	4%&2%	29%&24%	2%	?	2	-0.7	9%	0.8
22	Cc1c(NC(=O)CSc2ccccc2F)c(=O)n(-c2ccccc2)n1C	-16	-5%[0.0914 µM]	20%	-2%	-4%	1	-0.8	-4%	-0.6
23	CCCC(=O)c1ccc(N2CCOCC2)c(F)c1	10	1%[57.1 µM]	-2%[57.1 µM]	-10%	1%	2	-0.1	5%	-0.1
24	Cc1ccc(NC(=O)COC(=O)CCC(=O)c2cccs2)cc1	0	-11%	-12%	1%	-3%	3	-1.6	2%	-0.9
25	C=CCc1ccc(OCCn2cncn2)c(OC)c1	4	2%	20%	-5%	-23%	5	-1.7	-1%	0.1
26	COc1ccc(CCNS(=O)(=O)c2ccc3c(c2)CC(C)N3C(=O)C2CCC2)cc1OC (centres undefined)	.	4%	12%	3%	6%	6	-1.6	3%	-1.0
27	CCCCc1ccc(NC(=O)c2cnccn2)cc1	12	-15%[57.1 µM]	28%[57.1 µM]	-6%	-12%	6	-0.1	0%	-0.3
28	N#C/C(=C\c1cccc([N+](=O)[O-])c1)C(=O)NCc1cccnc1	12	-1%	?	-4%	-26%	2	-0.7	-6%	-0.2
29	COc1ccc(-c2nnc(SC(C)C(=O)Nc3nccs3)n2-c2ccccc2)cc1OC (centres undefined)	3	-4%	-6%	8%	-22%	-1	-0.4	-2%	-0.2
30	COc1ccc(NC(=O)CSc2nnc(Cn3cnc([N+](=O)[O-])n3)n2C)cc1	0	-14%	-19%	1%	-6%	-3	1.7	10%	0.2

Continued, starting with the last 3 of the part before.
no.	SMILES	D2 antag	TrxR1 substrate	rTrxR1 inhibitor	Pin1 inhibitor	USP1 inh	TRHR enhancer	D2 agonist	IDH1 R132H inh	TRHR agonist
28	N#C/C(=C\c1cccc([N+](=O)[O-])c1)C(=O)NCc1cccnc1	12	-1%	?	-4%	-26%	2	-0.7	-6%	-0.2
29	COc1ccc(-c2nnc(SC(C)C(=O)Nc3nccs3)n2-c2ccccc2)cc1OC (centres undefined)	3	-4%	-6%	8%	-22%	-1	-0.4	-2%	-0.2
30	COc1ccc(NC(=O)CSc2nnc(Cn3cnc([N+](=O)[O-])n3)n2C)cc1	0	-14%	-19%	1%	-6%	-3	1.7	10%	0.2
31	Cc1ccccc1NS(=O)(=O)c1ccc(C(=O)N(C)CC(=O)Nc2ccccc2Br)cc1	.	-4%	18%	10%	-9%	.	.	-3%	.
32	COc1ccccc1N(Cc1ccccc1)S(=O)(=O)c1cccc(C(=O)NCC2CCCO2)c1 (centres undefined)	.	-5%	10%	-10%	-18%	4	.	4%	0.0
33	CCOC(=O)c1ccc(N2C(=O)c3n[nH]c(-c4ccco4)c3C2c2ccc(OCC)cc2)cc1 (centres undefined)	.	-4%	6%	39%[activator]	-29%	14	0.9	-16%	3.7
34	O=C(CSc1ncnc2sccc12)N1CCN(C(=O)c2cccs2)CC1	30	-2%	-9%	7%	-5%	2	0.3	1%	-0.6
35	Cc1cc(C)nc(SCC(=O)N/N=C\c2sccc2C)n1	11	1%	0%	6%	-4%	-6	0.9	0%	1.0
36	CC(C)CNC(=O)C(=O)NCC(c1ccc2c(c1)OCO2)N1CCOCC1 (centres undefined)	5	-1%	17%	1%	-11%	0	-0.4	-6%	-0.1
37	CCC(C)CN1CCC(CO)(Cc2ccccc2Cl)CC1 (centres undefined)	6	0%	8%	2%	-24%	3	0.9	0%	0.6
38	CCOC(=O)C1=NN(c2ccccc2C)C2=NC(C)=C(C(=O)OC)C(c3cccs3)N12 (centres undefined)	3	-7%	-4%	0%	-13%	-4	0.8	-2%	-0.7
39	O=C(Nc1ccc(Cl)cc1)C1C2C=CC3(O2)C1C(=O)N(CCN1CCCCC1)C3C(=O)NC1CCCCC1 (centres undefined)	-1	4%	13%	-11%	-16%	6	0.3	-1%	0.6
40	CCc1ccc(/C(C)=N/NC(=O)c2ccc(-n3cnnn3)cc2)cc1	.	-4%	14%	6%	-14%	-4	.	-6%	-0.2
41	Cc1ccc(Cl)cc1N1CCN(C(=O)c2ccc(CS(=O)c3ccccc3)o2)CC1 (centres undefined)	.	0%[57.1 µM]	10%[57.1 µM]	?	-14%	-7	-1.0	13%	0.0
42	CCOC(=O)C1(CCOc2ccccc2)CCN(CC2CC2)CC1	7	6%[57.1 µM]	7%[57.1 µM]	1%	-18%	-5	-1.1	5%	0.1
43	COc1ccc(Nc2nc(N3CCCCC3)nc3ccccc23)c(OC)c1	-5	14%[57.1 µM]	8%[57.1 µM]	-8%	-21%	1	0.2	11%	2.8
44	Cc1ccc(S(=O)(=O)N2CCN(C(=O)c3c(C)nn(-c4ccccc4)c3Cl)CC2)cc1	-4	9%[57.1 µM]	20%	10%	?	-3	-0.8	9%	0.6
45	Cc1cc(C(=O)Nc2ccc(C)c(S(=O)(=O)N3CCOCC3)c2)c(C)o1	11	8%[57.1 µM]	15%[57.1 µM]	-14%	-5%	1	0.1	-5%	-0.2
46	CCc1nnc(NC(=O)c2ccc(-c3ccc(C(C)=O)cc3)o2)s1	11	8%	14µM*	?	0%	-7	-1.7	2%	-0.7
47	O=C(NC1CCCC1)c1ccccc1OCc1ccccc1	-11	-6%	-1%[57.1 µM]	1%	-19%	-3	1.2	9%	-0.8
48	COc1ccc(/C=c2\s/c(=C\C(=O)C(C)(C)C)[nH]c2=O)cc1O	-5	-12%	-11%	24%	-27%	4	-1.9	0%	-1.0
